# From PubChem
# Pf apPOL block: Pf-apPOL DNA polymerase inhibition. Recombinant Pf-apPOL, molecular beacon fluorescence, 1.5 h. inhibition, % at 10 µM. 210,000 tested, 0.25% active. AID 1794808
# mHTT-CaM PPI inh: inhibitors of human mutant huntingtin-calmodulin interaction | AID 1671202 | AlphaScreen His-mHTT/GST-CaM binding, luminescence | inhibition, % at 15 µM | P42858 | 190,000 tested, 3.6% active;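 note: 0% = both proteins with DMSO and 100% = one protein alone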
# The depositor's hits bear a star; · = not tested or not shown; & = joins results of further samples. Cut-off read from the data, not from the text of the source: active = inhibition above about 50%; inactive = the rest. Not all compounds are listed. The share of hits here may be higher or lower than overall.
# The opening 4 entries, to show the layout:
Compound	mHTT-CaM PPI inh	Pf apPOL block
CC(=O)N1N=C2C3CCN(CC3)C2C1c1cc(C)cc(C)c1 (stereo unspecified)	1	-13
COc1ccc(CCN(C)Cc2cc(Br)c(O)c(OC)c2)cc1OC	-1	-6
O=c1oc2ccccc2c2c1C(c1cccc([N+](=O)[O-])c1)c1c(c3ccccc3oc1=O)O2	·	0
COc1ccccc1CN1CCN(C(=O)Cc2ccccc2)CC1	-1	-2

# All compounds of this part, repeating the preview:
Compound	mHTT-CaM PPI inh	Pf apPOL block
CC(=O)N1N=C2C3CCN(CC3)C2C1c1cc(C)cc(C)c1 (stereo unspecified)	1	-13
COc1ccc(CCN(C)Cc2cc(Br)c(O)c(OC)c2)cc1OC	-1	-6
O=c1oc2ccccc2c2c1C(c1cccc([N+](=O)[O-])c1)c1c(c3ccccc3oc1=O)O2	·	0
COc1ccccc1CN1CCN(C(=O)Cc2ccccc2)CC1	-1	-2
COc1cc(CNCCc2ccc(Cl)cc2)cc(OC)c1O	2	-5
Cc1cc(C=O)c(C)n1C1CCCCC1	2&9	-6
COc1ccc(CNCCC2(c3ccccc3)CCOC(C)(C)C2)cc1OC (stereo unspecified)	-10&-6	0&5
COc1ccc(CN2CCN(c3ccccc3)CC2)cc1C	16	-7
Cc1cc(C)nc(Nc2nc(CC(=O)N3CCN(C4CCCCC4)CC3)cs2)n1	38	-12
OC(c1cccc(Cl)c1)(c1cccc(Cl)c1)C1CN2CCC1CC2 (stereo unspecified)	5	4
COc1ccccc1CN1CCN(c2ccccc2)CC1	2	-4
O=[N+]([O-])c1ccc(Cl)c2nonc12	96*	·
O=c1oc2ccccc2c(O)c1C(C[N+](=O)[O-])c1c[nH]c2ccccc12 (stereo unspecified)	15	-21
CCOC(=O)[C@]12Cc3c(cc(OC)c(OC)c3OC)[C@H]1N(C)C(=O)c1cc(OC)ccc12	-6	-6
CCCc1[nH]nc2c1C1(CN3CCC1CC3)C(C#N)=C(N)O2 (stereo unspecified)	28	·
O=[N+]([O-])c1cc(S(=O)(=O)C(Cl)Cl)ccc1Cl	11	-4
OCc1cnc[nH]1	·	-8
Cc1cccc(OC(=O)N2CCOCC2)c1	-3	-6
O=c1cccc2n1CC1CC2CN(Cc2c(Cl)cccc2Cl)C1 (stereo unspecified)	-4	-4
c1ccc2c(c1)[nH]c1cnccc12	·	-37
OCCN1CCN(Cc2ccc(F)cc2)CC1	-1	-1&-2
CC1CN(C2(n3nnc4ccccc43)CCC(C(C)(C)C)CC2)CC(C)O1 (stereo unspecified)	-2	-5
O=[N+]([O-])c1cccc(CN2CCN(c3ccc(F)cc3)CC2)c1	15	-6
CCN1CC2(C)CCC(O)C34C5CC6C(OC)CC(O)(C(CC23)C14)C5C6O (stereo unspecified)	·	4
Cc1ccc(OCC(=O)N2CCN(CC(F)(F)F)CC2)cc1	-19	-2
CCc1nc2ccc(Br)cc2c(=O)n1-c1ccc(F)cc1	0	-2
Cc1ccc(-c2nc3ccccc3c(=O)n2-c2cccc(O)c2)cc1	12	-13
CCOc1nc(NC(C)C)nc(N2CC3CC(C2)c2cccc(=O)n2C3)n1 (stereo unspecified)	-3	·
O=[N+]([O-])c1ccc(N2CCCCC2)c2nonc12	·	-122
C=CCC1(CC=C)C(=O)N(C)C(=O)N(C)C1=O	0	-5
N#Cc1c(Cl)nc(N2CCOCC2)c(Cl)c1Cl	-2	-3
Nc1c(Oc2ccccc2)cc(O)c2c1C(=O)c1ccccc1C2=O	·	-262
O=C1NC(=O)C(C2(O)C(=O)c3ccccc3C2=O)C(=O)N1	5	1
COc1ccc(CCNC2CCC(C)C2)cc1 (stereo unspecified)	-3	3
Oc1ccc(Br)cc1CN1CCN(Cc2cccc(F)c2)CC1	-10	0
CC(C)CN1CCC(C)(O)C(N2CCCC2)C1 (stereo unspecified)	-5	-1
Cc1cc(C(=O)Nc2ccccc2C(F)(F)F)nn1Cc1c(Cl)cccc1Cl	·	3
O=C(CCN1C(=O)COc2ccccc21)N1CCC2(CC1)OCCO2	5	-17
Cc1ccccc1CS(=O)(=O)Cc1ccc(C(=O)N2CCC3(CC2)OCCO3)o1	-2	-5
Cc1ccc(S(=O)(=O)N2CN3CCN(C3)C2)cc1	·	0
O=C(Nc1ccc2c(c1)OCCO2)c1cccn(Cc2ccc(Cl)cc2Cl)c1=O	0	0
CN1CCC2(CC1)N1CC3(C)CN2CC(C)(C1)C3=O	6	3
CCOC(=O)c1ccc(NC(=O)c2cccn(Cc3ccc(C(F)(F)F)cc3)c2=O)cc1	83*	-2
O=C(Nc1cccc(C(F)(F)F)c1)OC1CN2CCC1CC2 (stereo unspecified)	·	2
S=C(Nc1ccccc1)N1CCCCC1c1cccnc1 (stereo unspecified)	·	0
CCSc1nc2ccccc2c(=O)n1-c1ccc(F)cc1	-14	36
COc1ccc(/C=C/c2nc3ccccc3c(=O)n2-c2cccc(C)c2)cc1	1	-6
COc1ccc(CNC(=O)c2nc(C)n(C3CCN(C)CC3)c2C)c(OC)c1	0	-7
CC12CCC(O)CC1=CCC1C2CCC2(C)C(O)C(=Cc3cccc(Br)c3)CC12 (stereo unspecified)	10	-29
COc1ccc(C2(CN)CCOCC2)cc1	-2	-6

# Next part:
Compound	mHTT-CaM PPI inh	Pf apPOL block
O=[N+]([O-])c1ccccc1N1CCNCC1	-5	-2
Nc1ccncc1	·	-7
COc1ccc(CN2C(=O)CC(=O)NC2=O)cc1	-3	-6
O=C1NC(=O)C(CCc2ccncc2)(CCc2ccncc2)C(=O)N1C1CCCCC1	12	-2
Cc1ccc(NC(=O)CN2C(=O)C(C)N=C(c3ccccc3)c3ccccc32)c(Cl)c1 (stereo unspecified)	4	-14
CC1CC(NC(=O)C2C3CCC(O3)C2C(=O)O)CC(C)(C)C1 (stereo unspecified)	-4	10
CCc1c(C(=O)C(N)=O)c2c(OCC(=O)O)cccc2n1Cc1ccccc1	·	-3
COc1cc(CN(C)CCc2ccccc2)c([N+](=O)[O-])cc1OC	-4	-6
O=C(NC(O)C(Cl)(Cl)Cl)c1ccco1 (stereo unspecified)	1	-2
O=[N+]([O-])c1cc[n+]([O-])c2ccccc12	-5	·
c1ccc2c(C3=NCCO3)c[nH]c2c1	·	0
COc1ccc2c(c1)C1(CCN(C(=O)c3ccc(C#N)cc3)C1)C(=O)N2 (stereo unspecified)	1	0
O=c1c2ccccc2nc(CSc2ccccn2)n1-c1ccccc1Cl	0	0
COc1ccc2c(c1)C1(CCN(S(=O)(=O)c3cccc(C)c3)C1)C(=O)N2 (stereo unspecified)	14	-4
c1ccc2c(c1)Nc1ccccc1S2	45	·
N#CC(=Cc1cnc[nH]1)S(=O)(=O)c1cccs1	·	-1
O=C1C(Cl)=C(N2CCOCC2)C(=O)c2ccccc21	49	5
Oc1c(Cl)cc(Cl)cc1CN1CCN(c2ccccc2F)CC1	-16	-2
CN(C)C(CN)c1cn(C)c2ccccc12 (stereo unspecified)	69*	0
CC12CCC3C(CCC4CCCCC43C)C1CC(=Cc1ccc([N+](=O)[O-])cc1)C2=O (stereo unspecified)	1	-7

# Gathered by group, the compounds so far with a COOH group (2)
Compound	mHTT-CaM PPI inh	Pf apPOL block
CC1CC(NC(=O)C2C3CCC(O3)C2C(=O)O)CC(C)(C)C1 (stereo unspecified)	-4	10
CCc1c(C(=O)C(N)=O)c2c(OCC(=O)O)cccc2n1Cc1ccccc1	·	-3

# Following part:
Compound	mHTT-CaM PPI inh	Pf apPOL block
O=C1c2ccccc2C(=O)N1CN(Cc1csc2ccccc12)CN1C(=O)c2ccccc2C1=O	·	-4
O=C1NC(=O)N(c2ccccc2)C(=O)/C1=C/c1ccc([N+](=O)[O-])s1	16	5
CN(C)C(=O)Oc1ccc2c(-c3cc4ccccc4oc3=O)cc(=O)oc2c1	0	-7
O=C(O)C1CN2CCC1CC2 (stereo unspecified)	-4	-9
COc1cc(/C=C/[N+](=O)[O-])cc(I)c1OCc1ccccc1F	1	-2
O=C(O)CN(CC(=O)O)[N+](=O)[O-]	·	-4
O=c1c2ccccc2nc(/C=C/c2ccc([N+](=O)[O-])o2)n1-c1ccccc1O	35	-12
CCCn1cc(C(=O)NC(C)c2cccnc2)c2cccnc21 (stereo unspecified)	-4	-2
CN(C(=O)Oc1ccc(C(=O)c2ccccc2)cc1)c1ccccc1	-17	0
CCn1cc(C(=O)Nc2ccc(C)cc2Cl)c2cccnc21	15	0
COc1ccccc1N1CCN(Cc2ccc(O)cc2)CC1	-3	-3
OC12CCCCC1CNCC2 (stereo unspecified)	-5	-2
O=c1[nH]c(O)c(C=Nc2ccccc2[N+](=O)[O-])c(=O)[nH]1	3	-3
CCCc1cc2c(=O)c(-c3ccc4c(c3)OCCO4)coc2cc1OC(=O)N(C)C	-5	-4
COc1ccc(CNCCc2c(C)[nH]c3ccc(F)cc23)cc1OC	21	3
Nc1ccc(Br)cc1C(=O)c1ccccc1F	9	-5
COc1ccc(CN2CCN(c3ccccc3OC)CC2)c(O)c1	-3	-3
Cc1cccc(OCC(=O)N2CCN(Cc3ccccc3)CC2)c1C	22	-2
Nc1c(Cl)c(Cl)nc(C(=O)O)c1Cl	-8	·
Cc1ccc(CN2CCN(c3ccc(Cl)cc3)CC2)cc1	1	-4
COc1ccc2c(c1)C1(CCN(C(=O)C3CCC3)C1)C(=O)N2C (stereo unspecified)	-4	-2
Fc1nc(N2CCNCC2)c(F)c(Sc2ccc(Cl)cc2)c1F	96*	·
CCCN(CCC)c1c([N+](=O)[O-])cc(C(F)(F)F)cc1[N+](=O)[O-]	23	-6
C(#CCN1CCCCC1)COc1ccccc1	-1	1
c1ccc2c(c1)C[N+]1=C(CCC1)N2	·	-12
CC12CCC3C(CCC4CC(OC5CCCCO5)CCC43C)C1CCC2O (stereo unspecified)	-3	-6
COc1ccc2c(c1)C1(CCN(S(=O)(=O)c3ccc(F)c(C)c3)C1)C(=O)N2C (stereo unspecified)	15	3
CCOC(=O)[C@]12Cc3cc(Cl)ccc3[C@H]1N(C1CCCCC1)C(=O)c1cc(OC)ccc12	-52	1
COc1cccc(CN2CCN(C)CC2)c1OC	-4	-4
CCC(C)N1CCN(Cc2ccc(SC)cc2)CC1 (stereo unspecified)	11	-4
c1ccc(-c2cccc(-c3ccccc3)c2)cc1	·	5&-5
COC(=O)c1ccc2c(c1)nnn2C1CCN(Cc2ccccc2)CC1	·	1
CN(C)CCC(=O)c1ccccc1	22	-2
COc1ccc2c(c1)C1(CCN(S(=O)(=O)c3ccccc3F)C1)C(=O)N2C (stereo unspecified)	2	-2
CCN1C(=O)NC(=O)/C(=C/c2cn(CC(=O)NCc3ccco3)c3ccccc23)C1=O	51*	-1
CCCn1cc(C(=O)Nc2ccc(F)cc2C)c2cccnc21	-1	1
O=c1[nH]c2cc(Cl)ccc2n1C1CCNCC1	20	·
COc1ccc(Cl)cc1/C=C/[N+](=O)[O-]	19	-11
Cc1nc2cc(C(=O)N3CCC4(CC3)OCCO4)ccc2n1-c1cccc(F)c1	-4	-4
Cc1cccc(CN2CCN(c3cccc(C)c3C)CC2)c1	-18	-4
Cc1ccc(NC2=NCC(C)S2)cc1C (stereo unspecified)	-6	·
CN(CC#CC(C)(O)C1CC1)C1CCCCC1 (stereo unspecified)	-3	0
N#CC1=C(N)Oc2c(c(=O)oc3ccccc23)C1c1cccc(F)c1 (stereo unspecified)	-7	7
O=C1C2C(C(=O)N1c1ccccc1F)C1(Cl)C(Cl)=C(Cl)C2(Cl)C1(Cl)Cl (stereo unspecified)	-7	0
CN1CCN(C(=O)COc2ccc(Cl)cc2Br)CC1	3	-1
O=C(COc1ccc(Br)cc1Cl)N1CCN(Cc2ccc3c(c2)OCO3)CC1	34	2
C#CCOc1c(I)cc(/C=C/[N+](=O)[O-])cc1OC	14	0
COc1ccc(CNC(=O)c2c(N)n(Cc3ccco3)c3nc4ccccc4nc23)cc1	-4	-3
COc1ccc(CN2CCN(c3ccccc3)CC2)cc1Br	21	-4
CCCCCN1C(=O)c2cc(OC)ccc2[C@@]2(C(=O)OCC)Cc3cc(Cl)ccc3[C@@H]12	-47	-6

# Record cards, as listed above:
# Results for `Cc1ccc(NC2=NCC(C)S2)cc1C` (stereo unspecified) = mHTT-CaM PPI inh = -6; Pf apPOL block = ·
# Results for `COc1ccc(CN2CCN(c3ccccc3)CC2)cc1Br` = mHTT-CaM PPI inh = 21; Pf apPOL block = -4
# Results for `CN1CCN(C(=O)COc2ccc(Cl)cc2Br)CC1` = mHTT-CaM PPI inh = 3; Pf apPOL block = -1

# Next section:
Compound	mHTT-CaM PPI inh	Pf apPOL block
CC(=O)N1N=C2C3CCN(CC3)C2C1c1ccccc1Cl (stereo unspecified)	-6	-7
O=C1OC(c2cncc(Br)c2)=N/C1=C/c1ccc(Cl)cc1Cl	-1	-2
CCN1CCN(Cc2cccc([N+](=O)[O-])c2)CC1	0	-3
COc1cc(/C=C2/C(=O)NC(=O)N(Cc3ccc(F)cc3)C2=O)ccc1O	9	-3
NN=C(N)c1nonc1N	-12	·
c1ccc2cc(CC3=NCCN3)ccc2c1	·	14
COc1cc(CN2CCN(c3ccccc3OC)CC2)ccc1O	-3	-4
COc1ccc2c(c1)C1(CCN(S(=O)(=O)c3ccc(OC)c(OC)c3)C1)C(=O)N2 (stereo unspecified)	9	-2
O=C(CN1CCCCC1c1cccnc1)c1ccccc1 (stereo unspecified)	·	-16
O=C(O)CNC(=O)c1cccnc1	·	-9
C=CCOc1ccc(C2SCC(=O)Nc3c2c(=O)[nH]n3C2CCCCC2)cc1 (stereo unspecified)	3	2
